BAP1 inh: human BAP1 deubiquitinase inhibition; recombinant BAP1, Ub-AMC hydrolysis fluorescence kinetic; hits give low values; activity remaining (% of control), % at 20 µM; 72,000 tested, 0.48% active; AID 436;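 active = activity remaining at or below 50% of control, provided the compound also passes the data quality filters; inactive = the rest, including low values that fail the filters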;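 also: 100% = DMSO wells rate and 0% = substrate alone blank rate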
Target sequence (Q92560 whole entry, looked up): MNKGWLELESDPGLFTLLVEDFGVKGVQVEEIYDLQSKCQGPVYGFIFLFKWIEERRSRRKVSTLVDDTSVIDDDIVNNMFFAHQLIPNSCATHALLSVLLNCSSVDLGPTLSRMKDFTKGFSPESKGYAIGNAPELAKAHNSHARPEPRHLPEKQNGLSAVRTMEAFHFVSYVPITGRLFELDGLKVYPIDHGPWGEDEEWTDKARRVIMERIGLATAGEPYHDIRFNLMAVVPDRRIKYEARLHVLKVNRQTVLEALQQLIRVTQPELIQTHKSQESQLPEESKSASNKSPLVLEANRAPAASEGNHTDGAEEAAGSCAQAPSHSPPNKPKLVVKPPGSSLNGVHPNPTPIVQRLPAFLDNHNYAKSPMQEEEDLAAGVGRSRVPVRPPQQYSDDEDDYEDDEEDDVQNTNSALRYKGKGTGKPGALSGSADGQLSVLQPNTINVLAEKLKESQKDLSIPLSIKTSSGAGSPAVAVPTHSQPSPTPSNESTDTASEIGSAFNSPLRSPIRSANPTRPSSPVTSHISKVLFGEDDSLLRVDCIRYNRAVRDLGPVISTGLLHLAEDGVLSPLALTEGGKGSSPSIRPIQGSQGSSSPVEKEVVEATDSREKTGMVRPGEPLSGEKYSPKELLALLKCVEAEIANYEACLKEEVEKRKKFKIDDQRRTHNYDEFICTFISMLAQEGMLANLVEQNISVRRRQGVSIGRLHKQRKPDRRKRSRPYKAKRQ
HePTP inhibitor: inhibitors of human HePTP phosphatase; recombinant HePTP phosphatase activity, OD absorbance; inhibition, % at 20 µM; 110,000 tested, 0.64% active; AID 521; in the data active = inhibition above about 50%;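 also: plate controls were vehicle for no effect and reference inhibitor for full effect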
Target sequence (P35236 whole entry, looked up): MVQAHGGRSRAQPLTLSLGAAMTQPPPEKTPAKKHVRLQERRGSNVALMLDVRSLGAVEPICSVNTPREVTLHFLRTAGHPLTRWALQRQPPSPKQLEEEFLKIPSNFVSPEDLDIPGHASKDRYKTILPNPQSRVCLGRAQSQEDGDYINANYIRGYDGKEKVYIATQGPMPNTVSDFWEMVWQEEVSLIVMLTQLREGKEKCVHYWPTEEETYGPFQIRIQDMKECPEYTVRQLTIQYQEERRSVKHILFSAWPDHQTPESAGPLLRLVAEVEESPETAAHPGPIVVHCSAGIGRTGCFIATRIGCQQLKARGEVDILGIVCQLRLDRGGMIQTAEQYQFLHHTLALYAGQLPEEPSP
Numbers without * were called inactive; x = no result given; & = joins results of further samples.

Values in the order: BAP1 inh, HePTP inhibitor
O=C1NC2(CCOc3ccccc32)C(=O)N1CC(=O)N(Cc1ccccc1)C1CCS(=O)(=O)C1 (stereo unspecified)
  74, 3
CCOC(=O)CN(C(=O)CSc1nnc2c(n1)[nH]c1ccccc12)c1ccccc1
  98, 0
Cc1cc(Br)cc2c(N=Nc3cccc4cccnc34)c(O)n(C)c12
  x, -7
COc1cc(C)nc(N2CCCC(C(=O)NC3CCC(C)CC3)C2)n1 (stereo unspecified)
  100, 5
Cc1ccc(-c2n[nH]c(=S)c3ccccc23)cc1C
  x, -4
COc1ccc(Cl)cc1N(CC(=O)N1CCOCC1)S(=O)(=O)c1ccc(C)c([N+](=O)[O-])c1
  x, 4
CCc1ccc(-c2nc(CN3CCC(C(=O)N4CCN(c5ccccc5)CC4)CC3)c(C)o2)cc1
  113, 7
COc1ccc(-c2noc(COc3ccc(C)cc3Br)n2)cc1OC
  x, 4
CS(=O)CCC(NS(=O)(=O)c1ccccc1)C(=O)O (stereo unspecified)
  130, 10
O=C(C1=C(O)C(=O)N(c2nncs2)C1c1ccccc1F)c1cccs1 (stereo unspecified)
  x, -4
N#CC1=C(C2CC2)CC(c2ccccc2)C(C#N)=C1N (stereo unspecified)
  94, 4
Cc1ccc(/C=C/C(=O)c2c(C)cc(C)[nH]c2=O)cc1
  x, -7
COc1cccc(C2=NOC(C(=O)N3CCN(Cc4ccccc4)CC3)C2)c1OC (stereo unspecified)
  86, 10
CCOC(=O)c1c(NC(=O)c2cccnc2)sc(C(=O)N(CC)CC)c1C
  x, 8
Cn1ccc(C(=O)N/N=C/c2cccc(OCc3ccccc3)c2)n1
  x, -14
CCCOCCOC(=O)c1[nH]c2c(c1C)C(=O)CC(c1cc(OC)ccc1OC)C2 (stereo unspecified)
  87, 4
O=C(Nc1ccc2c(c1)OCO2)N1CCN(C(=O)C2CCCO2)CC1 (stereo unspecified)
  112, -5
O=C1NC(=S)S/C1=C/c1ccc(Cl)cc1
  x, -7
COc1ccccc1-c1nnc2sc(-c3cnccn3)nn12
  65, 10
COc1ccc(O)c(-c2c(-c3ccc(C)cc3)n[nH]c2C)c1
  x, -6
COc1cc(NC(=O)S(=O)(=O)c2ccccc2)ccc1NC(=O)c1ccco1
  x, -3
CC1CC(N(C(=O)c2ccco2)c2ccccc2)c2ccccc2N1C(=O)c1ccco1 (stereo unspecified)
  x, -8
COCCCNC(=O)CCc1nc2cccnc2n1Cc1ccc(OC)cc1
  156, 9
CCC(=O)N1CCc2cc(Br)cc(S(=O)(=O)CCC(=O)NCC3CCCO3)c21 (stereo unspecified)
  106, 13
CCOC(=O)c1cc(CC)sc1NC(=O)COc1ccc(Cl)cc1Cl
  x, 7
COc1ccc(C2CC(=O)C3=C(C2)Nc2ccccc2NC3c2coc3ccc(C)cc3c2=O)cc1 (stereo unspecified)
  123, -24
Cc1ccc2cccc(S(=O)(=O)Nc3c(C)n(C)n(-c4ccccc4)c3=O)c2n1
  104, 12
Cc1ccc(OC(=O)c2cccc(S(=O)(=O)N3CCOCC3)c2)cc1C
  69, x
O=C1C2=C(C(c3ccccc3)=NCCN2)C(c2cccc([N+](=O)[O-])c2)N1c1ccccc1 (stereo unspecified)
  59, x
Cc1nc2cc(CO)ccc2s1
  101, -1
CCOc1ccccc1NC(=O)C1CCCN(S(=O)(=O)c2cccc3nsnc23)C1 (stereo unspecified)
  87, 6
O=C(N=NC(=O)c1ccco1)c1ccc2c(O)n(N3C(=O)c4ccccc4C3=O)c(O)c2c1
  x, 5
Cc1ccc(C)c(-c2nnc(OCC(=O)Nc3cc(C)on3)c3ccccc23)c1
  96, 0
CC(=O)Nc1ccccc1/C=C/c1ccc2c(C)cc(C)c(O)c2n1
  x, -4
COc1cc2c(cc1OC)-c1nnc(-c3ccc(Cl)cc3)n1C(C)(C)C2
  76, x
CCOc1ccccc1-c1nc(-c2ccc(NC(=O)Cc3ccccc3OC)cc2)no1
  x, -8
COc1cc(NC(=O)c2cccs2)c(OC)cc1Br
  x, 10
Cc1nc(C)c(-c2csc(NCc3ccccc3)n2)s1
  104, 13
CCCC1Cc2c(sc3ncnc(N)c23)CO1 (stereo unspecified)
  136, 6
COc1ccc(C(=O)NCCn2ccc3ccccc32)c(OC)c1
  117, 12
C=CCn1c(SCC(=O)Nc2cc(C)ccc2C)nnc1-c1cnccn1
  79, 6
CC(C)(C)c1nnc(NC(=O)c2cccc([N+](=O)[O-])c2)s1
  104, 4
Cc1ccc(S(=O)(=O)CCc2nnc(NC(=O)c3ccc(C(C)(C)C)cc3)s2)cc1
  51, x
COc1ccc(C2C(C(=O)NCc3ccco3)CCC(=O)N2c2ccc(OC)cc2)cc1 (stereo unspecified)
  96, 13
COc1ccc(O)c(C=Nc2cc(C)on2)c1
  87, 8

(next part)
| Compound | BAP1 inh | HePTP inhibitor |
| --- | --- | --- |
| CCOC(=O)c1ccc(NS(=O)(=O)c2cc(-c3nnnn3CC)ccc2OC)cc1 | 87 | 4&7 |
| Cc1ccc(C(c2ccc(C)o2)c2cc(Br)cc(Br)c2O)o1 | x | -3 |
| O=C(Nc1nnc(CCc2ccccc2)s1)c1ccco1 | 95 | 7 |
| Cc1ccc(OCC(=O)Nc2ccc3c(c2)OCCO3)c(Br)c1 | x | -13 |
| CN1CCN(CCCCC(=O)c2ccccc2)CC1 | 124 | 3 |
| C/C(=N\NC(=O)c1cccc([N+](=O)[O-])c1)c1ccccn1 | x | -9 |
| Cc1cc(OCC(=O)N2CCOCC2)ccc1NC(=O)C1CCCCC1 | 82 | 8 |
| CCc1c(C)nc2cc(-c3ccc(OC)cc3)[nH]n2c1=O | 100 | -1 |
| N#CC(C#N)=C/C(=C/C(C#N)C#N)c1ccccc1 | x | 36 |
| CC(=O)NC1=NN(C(C)=O)C(c2ccc(OC(C)=O)cc2)S1 (stereo unspecified) | x | -8 |
| COC(=O)c1c(-c2cccs2)csc1NC(=O)CN1CCOCC1 | 89 | -4 |
| CC1Cc2ccccc2N1C(=O)CSc1nnc(-c2ccc(S(=O)(=O)N3CCCC3)cc2)o1 (stereo unspecified) | 80 | 8 |
| O=S(=O)(NCc1cn2ccccc2n1)c1cc(F)ccc1F | 90 | -1 |
| O=C1/C(=C\c2ccc(O)c(O)c2)SC(=S)N1c1cccc(C(F)(F)F)c1 | x | -4 |
| Cc1ccc(C(=O)Nc2sc3c(c2C#N)CCCCC3)o1 | x | 2 |
| Cc1cccc(N(Cc2nnc3n2CCCCC3)C(=O)Nc2ccccc2)c1 | 115 | 6 |
| COC(=O)c1c2nc3ccccc3sc-2cc(=O)c1N | x | 68* |
| CCOC(=O)C1=C(O)/C(=C/c2ccc(O)cc2)SC1=Nc1ccc([N+](=O)[O-])cc1 | x | -17 |
| O=C(Cn1nnc2ccccc2c1=O)NC1CCCc2ccccc21 (stereo unspecified) | 99 | 3 |
| COc1ccc2[nH]c(C)c(CCC(=O)O)c(=O)c2c1 | x | -3 |
| O=C(Nc1ccccc1C(F)(F)F)C1COc2ccccc2O1 (stereo unspecified) | x | -5 |
| COc1ccc(C2CC(=O)C3=C(C2)Nc2ccccc2NC3c2ccc(OCc3ccccc3)c(OC)c2)cc1OC (stereo unspecified) | x | 9 |
| CN(c1ccc(C(=O)NCc2ccncc2)cc1)S(C)(=O)=O | 152 | 7 |
| Oc1ccc(-c2nc3ncccn3c2Nc2ccc3c(c2)OCCO3)cc1 | 84 | 2 |

Nothing new here: entries from further up.
| Compound | BAP1 inh | HePTP inhibitor |
| --- | --- | --- |
| CN(c1ccc(C(=O)NCc2ccncc2)cc1)S(C)(=O)=O | 152 | 7 |
| Oc1ccc(-c2nc3ncccn3c2Nc2ccc3c(c2)OCCO3)cc1 | 84 | 2 |

(more compounds)
| Compound | BAP1 inh | HePTP inhibitor |
| --- | --- | --- |
| Cn1cccc1C(=O)NS(=O)(=O)c1ccccc1Cl | 105 | 2 |
| COC(=O)c1ccccc1NC(=O)NC1CCN(Cc2ccccc2)CC1 | 99 | 1 |
| CCOc1cc(/C=C2\C(=O)NC(=O)N(c3ccc(Br)c(C)c3)C2=O)ccc1OC | x | -4 |
| CC(C)(C)C1CCc2c(sc3[nH]c(=S)[nH]c(=O)c23)C1 (stereo unspecified) | x | -15 |
| CCc1cccc(C)c1-n1nnnc1C(C)(C)Nc1cccc(C)c1 | 58 | x |
| COc1ccccc1OCCCn1ccnc1 | x | -9 |
| O=C(Nc1ccc(O)c(-c2nc3ccccc3o2)c1)c1ccc(-c2ccc([N+](=O)[O-])cc2)o1 | x | 8 |
| COc1ccccc1Nc1nc(C)c([N+](=O)[O-])c(Nc2ccccc2)n1 | x | -18 |

Gathered by group, those above containing a COOH group
| Compound | BAP1 inh | HePTP inhibitor |
| --- | --- | --- |
| CS(=O)CCC(NS(=O)(=O)c1ccccc1)C(=O)O (stereo unspecified) | 130 | 10 |
| COc1ccc2[nH]c(C)c(CCC(=O)O)c(=O)c2c1 | x | -3 |

Additional records follow:
| Compound | BAP1 inh | HePTP inhibitor |
| --- | --- | --- |
| N#CC1=C(N)Oc2c(sc3ccccc23)C1c1cccs1 (stereo unspecified) | x | 6 |
| CCC(=O)N1CCN(CCN=CC2=C(O)CC(C)(C)CC2=O)CC1 | 92 | -9&4 |
| CC(C)OC(=O)CSC1=C(C#N)C(c2ccc(Cl)cc2Cl)CC(=O)N1 (stereo unspecified) | x | 2 |
| COc1ccc(-c2nc(-c3cccnc3)no2)cc1 | x | -4 |
| CCOC(=O)c1cc(C)n(-c2c(C)n(C)n(-c3ccccc3)c2=O)c1C | 100 | 3 |
| O=C1C(Nc2ccccc2)=CC(c2ccc(Cl)cc2)N1c1ccccc1 (stereo unspecified) | x | -13 |
| Cc1ccc(C(=O)Nc2cccc(C(=O)O)c2)cc1S(=O)(=O)N1CCOCC1 | x | -8 |
| Brc1ccc(-c2nnc(-c3ccccc3Br)o2)cc1 | 95 | 2 |
| CS(=O)(=O)N(Cc1ccc(C(=O)NCc2ccc(Cl)cc2Cl)cc1)c1ccccc1 | x | -26 |
| CCOC(=O)c1c(NC(=O)CCC(=O)O)sc2c1CCC2 | 147 | x |
| Cc1ccc2[nH]c(C)c(CC(=O)N/N=C/c3ccc[nH]3)c2c1 | x | -2 |
| O=C(OCC(=O)N1CCCC1)c1ccccc1OCc1ccccc1 | 98 | 8 |
| N#C/C(=C\C1CC=CCC1)c1nc2ccccc2[nH]1 (stereo unspecified) | 106 | 0 |
| COc1ccc(Br)cc1C(=O)Nc1nc(C)cs1 | x | -8 |
| CC1(C)CC(=O)C2=C(C1)NC(SCC(=O)Nc1ccccc1)=C(C#N)C2c1ccco1 (stereo unspecified) | 142 | -3 |
| CCOc1ccc(C2=CS/C(=C(\C#N)c3nnc4n3CCCCC4)N2CC)cc1 | x | 6 |
| CCOC(=O)Cc1csc(NC(=O)c2c(O)c3ccccc3n(C)c2=O)n1 | 107 | 6 |
| c1cncc(Nc2nc(-c3cccnc3)cs2)c1 | 73 | 8 |
| O=S(=O)(c1ccc(NCC2CCCCC2)nc1)N1CCOCC1 | 98 | 1 |
| O=C(CSc1ncnc2c1oc1ccccc12)Nc1ccccc1C(F)(F)F | 107 | -2 |
| CCOC(=O)CCNC(=O)Nc1ccc2nc(C)n(Cc3cccc(Cl)c3)c(=O)c2c1 | 121 | 8 |
| Cc1cccc(-n2cnc3cc(C(=O)N4CCCCC4)ccc32)c1 | 93 | 8 |
| CC1CCc2c(nc3ncnn3c2N2CCN(c3ccccc3)CC2)C1 (stereo unspecified) | 74 | 9 |
| CC(=O)C1=C(C)N=c2s/c(=C/c3ccc4c(c3)OCO4)c(=O)n2C1c1ccc(N(C)C)cc1 (stereo unspecified) | x | 0 |
| CC(OC(=O)c1cc(=O)[nH]c2ccccc12)c1ccccc1 (stereo unspecified) | 91 | -2 |
| Cc1ccc(C2CC(c3ccccc3)n3ncnc3N2)cc1 (stereo unspecified) | 93 | 4 |
| O=C(COc1ccc(Cl)cc1Cl)N1CCN(C(=O)COc2ccc(Cl)cc2Cl)CC1 | x | -6 |
| Cc1no[n+]([O-])c1COc1ccc(/C=C(\C#N)C(N)=O)cc1 | x | 13 |
| COc1cc(NC(=O)C(c2ccccc2)c2ccccc2)cc(OC)c1 | x | 4 |
| O=C(COc1ccc2ccccc2c1)Nc1ccc(NC(=O)c2ccco2)c(Cl)c1 | x | 8 |
| CC1CC(O)N(c2ccccc2)C(=S)N1 (stereo unspecified) | x | -10 |
| COc1ccc(NC(=O)Nc2nnc(N3CCC(C)CC3)s2)cc1OC | 78 | 2 |

Single records, as listed above. Values in the order: BAP1 inh, HePTP inhibitor
Entry for Cc1no[n+]([O-])c1COc1ccc(/C=C(\C#N)C(N)=O)cc1 : x, 13
Entry for CC(OC(=O)c1cc(=O)[nH]c2ccccc12)c1ccccc1 (stereo unspecified) : 91, -2
Entry for COc1cc(NC(=O)C(c2ccccc2)c2ccccc2)cc(OC)c1 : x, 4

The list goes on:
| Compound | BAP1 inh | HePTP inhibitor |
| --- | --- | --- |
| CC(Nc1n[nH]c(=O)[nH]c1=O)C(=O)OCc1ccccc1 (stereo unspecified) | x | 5 |
| CN(C)c1nc(NS(=O)(=O)c2ccc(Cl)cc2)nc(N(C)C)n1 | 104 | 11 |
| Cc1ccc2cc(CN(CCO)Cc3nnnn3Cc3ccc(F)cc3)c(=O)[nH]c2c1 | 102 | 5 |
| O=C(O)CNC(=O)c1sc2ccccc2c1Cl | x | -5 |
| COc1ccc(C2CC(C(F)(F)F)n3ncc(C(=O)Nc4cccc(O)c4)c3N2)cc1OC (stereo unspecified) | 104 | 5 |
| O=S(=O)(Cc1ccccc1)Nc1ccccn1 | x | 3 |
| CN(CC(=O)Nc1cccnc1)S(=O)(=O)c1cc(Cl)ccc1Cl | 81 | -2 |
| COc1cccc(/C=N/n2c(-c3ccco3)nc3ccccc3c2=O)c1 | 113 | 8 |
| CC(=O)N(Cc1cccnc1)Cc1cc2ccc(C)cc2[nH]c1=O | 97 | 10 |
| CC(c1ccccc1)C1CC(=O)N(c2ccc(F)cc2)C1=O (stereo unspecified) | 79 | x |
| CCOc1ccc(N(CC(=O)Nc2cccc(OC)c2)S(=O)(=O)c2c(C)noc2C)cc1 | 91 | -1 |
| O=C1CC(N2CCN(C/C=C/c3ccccc3)CC2)C(=O)N1Cc1cccs1 (stereo unspecified) | 135 | 10 |
| CCN(C(=O)c1cc(Cl)ccc1OC)c1ccccc1 | 86 | -2 |

Screens deposited in PubChem BioAssay by several laboratories.
